Yeast growth inh: chemicals that inhibit yeast BB579 growth in restrictive medium (lifespan-shortening candidates). S. cerevisiae BB579 growth, OD615, 48 h. inhibition, % at 10 µM. actives 0.51% (n = 140,000);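 active means inhibition above a set limit, 3 SD over the mean compound inhibition, cut at about 44% in these data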; further: inactives centre near -24
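controls = amphotericin B 10 µg/mL, positive | assay system = DeaD yeast strain BB579 | schedule = 48 h compound exposure at 30 °C after 4 h preincubation | detection = OD615 turbidity measurement | medium = restrictive CSMM-D medium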
Measles CPE: protection of cells from measles virus; Measles virus-infected cells, CPE protection, absorbance; protection (pct of control), % at 4 µM; actives 1.5% (n = 140,000); in the data active means protection mostly above about 24%, no sharp cut-off; inactive means mostly below about 26%; further: some compounds called inactive have numbers as strong as hits
HCT116 PTEN-null: PTEN-deleted cell growth suppression; AID 827; actives 1.2% (n = 140,000); viability, % at 10 µM; HCT116 PTEN-null viability, CellTiter-Glo, 60 h; hits give low values;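 active means viability at or below a set limit, 4 SD under the median of all tested compounds, cut at about 3.7% in these data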;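 further: PTEN knockout HCT116 line with beta catenin targeted HCT116 as companion control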
Yeast lifespan up: extends the lifespan of yeast; inhibition of the nicotinamide effect, % at 10 µM; S. cerevisiae growth with nicotinamide, OD615; deaD strain in restrictive glucose medium; actives 0.68% (n = 130,000);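 active means inhibition above a set limit, placed 3 SD over the median of all compounds, cut at about 26% in these data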;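 further: 0% = nicotinamide-treated wells and 100% = cells grown without nicotinamide; some compounds called inactive have numbers as strong as hits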
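assay system = DeaD-strain S. cerevisiae | measured by = absorbance at 615 nm | probe or stimulus = nicotinamide 1.5 mM | buffer or medium = CSMM-D glucose medium, restrictive | times = 48 h at 30 °C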
NPY Y2 blocker: NPY-Y2 (human) receptor antagonism. P49146. NPY-Y2 expressing cells, antagonist mode. inhibition, % at 2.7 µM. actives 0.99% (n = 140,000); in the data active means inhibition above about 17%;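 further: 0% = vehicle with agonist challenge and 100% = reference antagonist with challenge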
Target sequence (P49146 whole entry, looked up): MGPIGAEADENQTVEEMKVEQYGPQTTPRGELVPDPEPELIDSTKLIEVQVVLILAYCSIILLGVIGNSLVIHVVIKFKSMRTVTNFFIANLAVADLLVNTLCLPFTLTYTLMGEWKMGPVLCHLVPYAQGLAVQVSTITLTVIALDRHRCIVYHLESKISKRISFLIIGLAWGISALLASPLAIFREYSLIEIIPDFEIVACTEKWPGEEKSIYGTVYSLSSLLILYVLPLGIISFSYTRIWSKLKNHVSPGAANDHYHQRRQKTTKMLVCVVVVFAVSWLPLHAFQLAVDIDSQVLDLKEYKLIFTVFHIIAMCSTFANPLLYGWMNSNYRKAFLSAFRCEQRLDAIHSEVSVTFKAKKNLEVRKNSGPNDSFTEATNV
MRP1 act: activators of MRP-1; viability increase, % at 10 µM; H69AR cells + doxorubicin, viability rescue, CellTiter-Glo; actives 0.61% (n = 140,000); AID 799;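 active means viability gain under doxorubicin at or above a set limit, the compound median plus 3 SD, cut at about 4.7% in these data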;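 further: MRP-1 overexpressing cells given doxorubicin 25 µM after compound pretreatment; 18-22 h compound pretreatment then 72 h with doxorubicin before readout; 0% = doxorubicin-only wells and 100% = vehicle-treated cells without doxorubicin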
E-sel TNF inh: TNF alpha driven E-selectin expression inhibition; HUVEC TNFa-induced E-selectin immunofluorescence, high content; inhibition, % at 2 µM; actives 0.71% (n = 120,000); AID 1246;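 active means inhibition above the batch mean plus 3 SD, and confirmed as a hit on visual image review, cut at about 43% in these data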;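 further: 0% = TNF-stimulated DMSO wells and 100% = unstimulated control wells; not every result past the cut was called active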
GALR2 blocker: blocks the human galanin receptor 2 | inhibition, % at 4 µM | O43603 | actives 0.39% (n = 140,000) | GALR2-expressing cells, antagonist mode; in the data active means inhibition above about 27%;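 further: cells stimulated with galanin 1-16 at roughly its EC80; 0% = agonist challenge control and 100% = basal control without agonist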
Target sequence (O43603 whole entry, looked up): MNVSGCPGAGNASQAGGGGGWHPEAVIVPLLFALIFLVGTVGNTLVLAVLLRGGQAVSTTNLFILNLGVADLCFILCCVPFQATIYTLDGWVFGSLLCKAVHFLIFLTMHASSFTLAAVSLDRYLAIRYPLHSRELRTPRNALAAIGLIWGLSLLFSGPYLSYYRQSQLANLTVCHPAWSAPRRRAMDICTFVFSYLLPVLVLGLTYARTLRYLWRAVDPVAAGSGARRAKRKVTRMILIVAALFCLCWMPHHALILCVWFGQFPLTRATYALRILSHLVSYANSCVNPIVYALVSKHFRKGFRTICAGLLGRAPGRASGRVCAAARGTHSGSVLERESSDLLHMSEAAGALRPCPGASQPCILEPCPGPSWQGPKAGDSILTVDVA
bCat KO growth: beta-catenin-lacking colon tumor cell growth suppression; AID 818; viability, % at 10 µM; HCT116 beta-catenin knockout viability, CellTiter-Glo, 60 h; hits give low values; actives 1.5% (n = 140,000);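 active means viability at or under a set limit, the compound median less 4 SD, cut at about 6% in these data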;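 further: 0% = Hyamine 1622 control at 20 µM and 100% = untreated cell control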
Phagocyt inh: macrophage phagocytosis inhibition; J774A.1 macrophage IgG-bead phagocytosis, imaging; inhibition, % at 5 µM; actives 0.07% (n = 110,000); AID 1029;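 active means inhibition above the mean of the plate negative controls plus 5 SD, cut at about 13% in these data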;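 further: phagocytic index as fraction of beads internalized from green versus red external bead signal; plate controls were DMSO negative control for no effect and cytochalasin-D positive control for full effect; some results beyond the cut were filed as inactive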
Active calls of the source: *; . = not tested or not shown; + = active, no number.

SMILES | Yeast growth inh | Measles CPE | HCT116 PTEN-null | Yeast lifespan up | NPY Y2 blocker | MRP1 act | E-sel TNF inh | GALR2 blocker | bCat KO growth | Phagocyt inh
Cc1cccc2sc(N(CCN(C)C)C(=O)c3cc(Cl)sc3Cl)nc12 | -2 | 9 | 79 | -1 | 10 | -1.4 | . | 7 | 84 | -7
Cc1cc(C)cc(NC(=O)CSc2ccc(-c3ccco3)nn2)c1 | -42 | 2 | 92 | 1 | 5 | 1.5 | -7 | 3 | 81 | -1
CN(c1ccccc1)c1nc2ccsc2c(=O)s1 | -31 | 11 | 92 | 88* | 5 | -0.3 | 5 | 3 | 96 | 4
CC1CCCN(C(=O)c2ccc3c(=O)n(Cc4ccc5c(c4)OCO5)c(=S)[nH]c3c2)C1 (stereo not given) | -2 | 8 | 72 | -6 | 6 | -3.8 | 13 | 5 | 72 | 4
CC(C)(C)c1ccc(C(=O)CS(=O)(=O)c2ccccc2)cc1 | -10 | 48* | 77 | -13 | 0 | -3.2 | 25 | -14 | 81 | .
COC(=O)c1ccc(CSc2nnc(NC(C)C)s2)cc1 | -2 | 0 | 69 | -11 | 3 | 1.0 | -18 | 1 | 88 | .
CSC(=NC(C)c1ccccc1)NS(=O)(=O)c1cccs1 (stereo not given) | -14 | 1 | 91 | 3 | 1 | -0.4 | . | 3 | 88 | -6
CSC(=NC#N)N1CCN(c2cccc(Cl)c2)CC1 | -27 | 23 | 81 | -13 | 4 | -4.3 | 21 | -10 | 78 | .
COCC(=O)Nc1ccc(Nc2ccccc2)cc1 | -42 | 1 | 93 | -16 | 1 | -1.2 | -2 | -1 | 88 | -1
COc1ccc(/C=N\NC(=O)c2c(C)nc3ccc(Br)cn23)cc1 | -31 | 8 | 17 | 5 | 5 | -1.5 | . | 22 | 15 | 5
Cc1nnc(SC(C)C(=O)NCC2CCCO2)n1-c1ccccc1 (stereo not given) | -16 | 6 | 100 | -12 | 6 | -0.5 | 9 | -1 | 97 | 6
CCN(CC)CC(C)(C)NS(=O)(=O)c1ccc(Cl)cc1 | 1 | 6 | 97 | -4 | 2 | -2.2 | . | -20 | 91 | -1
Cc1ccc(/C=N/n2c(C)nnc2C)o1 | -16 | 14 | 92 | -1 | 6 | 1.2 | 25 | -3 | 89 | -2
COc1cc(C(=O)OC(C)C(=O)Nc2ccc3c(c2)OCO3)ccc1OCc1c(C)noc1C (stereo not given) | -50 | 1 | 80 | -24 | 3 | -0.9 | -10 | -12 | 86 | .
O=C(NCc1cccs1)C(=O)NCC1OCCCN1S(=O)(=O)c1ccc(F)cc1 (stereo not given) | -16 | 13 | 97 | -1 | 0 | -1.5 | . | 12 | 99 | -9
Cc1ccc(-c2n[nH]c(=O)c3ccccc23)cc1N | -29 | 1 | 89 | -11 | -1 | -1.4 | -8 | -2 | 87 | 0
Cc1cc(C=O)c(C)n1-c1cc(C(F)(F)F)ccc1N1CCOCC1 | -32 | 5 | 59 | -13 | 8 | -4.3 | 12 | -9 | 74 | -1
Cc1cc(C)n(-c2ccc(C(=O)Nc3sccc3C(N)=O)cc2)n1 | -19 | 3 | 59 | -12 | 3 | -1.6 | 8 | 9 | 67 | 0
CCOc1cccc2sc(NC(=O)c3ccc(Br)s3)nc12 | -8 | 5 | 59 | -14 | 0 | -1.2 | 2 | -2 | 58 | 0
NC(=O)CCn1nc(-c2ccc(Cl)cc2)c2ccccc2c1=O | -70 | 8 | 95 | -18 | 0 | -1.0 | -8 | 2 | 86 | -1
CCCCc1cc2c(c(NC(C)=O)n1)c(=O)oc1ccccc12 | -3 | 12 | 94 | -14 | 2 | -2.7 | . | 8 | 84 | 0
CCN(CC)c1ccc(C=Nc2ccc(N(C)C)cc2)c(O)c1 | -14 | 11 | 86 | -13 | 0 | 2.5 | -12 | 2 | 91 | .
CC1(C)OC(C)(C)/C(=C/Nc2ccccc2)C1=O | -40 | 3 | 108 | -4 | 5 | -1.1 | 6 | -4 | 98 | -6
CC(=O)c1ccc(N2CCN(C(=O)c3ccco3)CC2)c(F)c1 | 5 | 30 | 100 | -12 | 2 | -0.9 | -5 | 2 | 99 | +
CSc1n[nH]c(NCc2cccs2)n1 | 2 | 9 | 78 | -1 | 1 | -1.0 | -5 | -7 | 1.2* | -2

As a working copy, some entries already given.
SMILES | Yeast growth inh | Measles CPE | HCT116 PTEN-null | Yeast lifespan up | NPY Y2 blocker | MRP1 act | E-sel TNF inh | GALR2 blocker | bCat KO growth | Phagocyt inh
CSC(=NC#N)N1CCN(c2cccc(Cl)c2)CC1 | -27 | 23 | 81 | -13 | 4 | -4.3 | 21 | -10 | 78 | .
COCC(=O)Nc1ccc(Nc2ccccc2)cc1 | -42 | 1 | 93 | -16 | 1 | -1.2 | -2 | -1 | 88 | -1

Next section
SMILES | Yeast growth inh | Measles CPE | HCT116 PTEN-null | Yeast lifespan up | NPY Y2 blocker | MRP1 act | E-sel TNF inh | GALR2 blocker | bCat KO growth | Phagocyt inh
CCCc1c(C)nc2ccc(OC)cc2c1SCCC(=O)O | -10 | 24 | 100 | 7 | 1 | -2.3 | . | 1 | 89 | 1
COc1ccc(-n2c(Cc3cccn3C)nnc2SCC(=O)Nc2cc(C)cc(C)c2)cc1 | -7 | 3 | 58 | 8 | 0 | -2.5 | -15 | 3 | 55 | 0
Cc1cc2cc(CN(Cc3ccc4c(c3)OCO4)Cc3nnnn3C3CCCC3)c(=O)[nH]c2cc1C | -76 | 4 | 71 | -7 | 2 | -1.9 | -18 | -4 | 72 | -1
COc1cc(/C=N/NC(=O)c2nc(C)cc(C)n2)ccc1O | -61 | 5 | 104 | -13 | 5 | -0.3 | -27 | -7 | 100 | -2
O=C(CSc1nnc(Cc2ccccc2)n1C1CCCCC1)N1CCOCC1 | -43 | 11 | 103 | -12 | 1 | -1.4 | -18 | -2 | 92 | .
COc1ccc(NC(=O)CN2CCOCC2)cc1 | -30 | 10 | 107 | -7 | 1 | -0.6 | -38 | 14 | 93 | 0
CC(=O)OCC(OC(C)=O)C(OC(C)=O)C(OC(C)=O)C(=O)Nc1ccccc1C (stereo not given) | -11 | 2 | 93 | -8 | -2 | -0.8 | -14 | -1 | 98 | 1
O=C(COc1ccc(Cl)cc1)N1CCN(c2ccc([N+](=O)[O-])c(N3CCCCC3)c2)CC1 | -36 | 29 | 85 | 3 | 5 | -0.3 | 9 | -7 | 83 | 0
CC(NC(=O)C1(S(=O)(=O)c2ccc(Cl)cc2)CC1)c1ccccc1 (stereo not given) | -8 | 4 | 89 | 1 | 2 | -1.5 | 4 | -2 | 94 | -12
CC(=O)c1ccccc1OCCOCCOc1ccccc1C(C)=O | -23 | 2 | 74 | -3 | 4 | -4.6 | 17 | 1 | 75 | -1
Cc1oc2c(CN3CCOCC3)c(O)ccc2c(=O)c1-c1ccc(Br)cc1 | 6 | 2 | 100 | -7 | 9 | -5.7 | 4 | -9 | 103 | -1
CC(C)(C)c1csc(SCC(=O)Nc2ccc(Cl)cn2)n1 | -49 | 8 | 78 | . | 6 | 1.2 | -6 | -2 | 78 | .
CCOC(=O)CN1C(=O)N[C@@H](c2ccccc2)C(C(C)=O)=C1C | -14 | 29 | 92 | -4 | 0 | -0.4 | 3 | 8 | 97 | .
Cc1ccc(NC(=S)NN2CCOCC2)c(C)c1 | -33 | 9 | 99 | -1 | -1 | -1.5 | -58 | -1 | 97 | -1
Cc1nn(-c2ccccc2)c(OC(=O)c2cccs2)c1S(=O)(=O)c1ccccc1 | -35 | 7 | 105 | 8 | 2 | -1.0 | 3 | 9 | 105 | .
N#CC1=C(N)SC(N)=C(C#N)C1c1c(Cl)cccc1Cl | -2 | 5 | 88 | -14 | 6 | -3.3 | . | -7 | 92 | 2
Cc1ccc(S(=O)(=O)/N=C(/Nc2ccccn2)c2ccc(Cl)cc2)cc1 | -3 | 5 | 98 | . | -1 | -3.0 | . | -10 | 92 | .
O=C(CSc1nnnn1-c1ccc(F)cc1)Nc1ccc(N2CCOCC2)c(Cl)c1 | -5 | 20 | 72 | -11 | 6 | 0.4 | 1 | -6 | 84 | -1
COCCn1c(SCC(=O)Nc2cc(C(C)(C)C)nn2-c2ccccc2)nnc1-c1ccncc1 | -8 | . | 83 | -1 | 2 | -2.1 | . | -3 | 86 | -13
CC(C)OC(=O)C1CC=CCC1C(=O)Nc1ccc(Cl)cc1 (stereo not given) | -19 | 21 | 95 | -4 | 4 | -0.7 | -17 | -6 | 101 | -2
COCCOC(=O)C1=C(C)N=C2SCCC(=O)N2C1c1cccc(Br)c1 (stereo not given) | -47 | 5 | 103 | 8 | 2 | -1.3 | -30 | 5 | 95 | 2
O=C(C(Cc1ccccc1)n1cccc1)N1CCN(c2ccccc2)CC1 (stereo not given) | -48 | 6 | 81 | 3 | 7 | -1.9 | . | -12 | 74 | 1
NC(=O)C1(N2CCCCC2)CCN(CC(=O)Nc2ccccc2Sc2ccccc2)CC1 | -3 | 11 | 93 | -11 | 1 | -1.2 | -21 | -15 | 82 | .
C(=C\c1ccccc1)/C=N/Nc1nc2ccccc2s1 | -2 | 7 | 95 | -9 | 6 | -1.5 | -14 | 4 | 85 | 1
O=C(CCCN1C(=O)c2ccccc2C1=O)Oc1ccc(Cl)cc1 | 31 | 3 | 107 | -13 | -1 | -0.5 | . | -13 | 105 | 4
SMILES | Yeast growth inh | Measles CPE | HCT116 PTEN-null | Yeast lifespan up | NPY Y2 blocker | MRP1 act | E-sel TNF inh | GALR2 blocker | bCat KO growth | Phagocyt inh
COc1ccc(-c2nnc(SCC(=O)NC3CCCCC3)o2)cc1OC | -17 | 9 | 86 | -9 | 0 | -0.7 | . | 8 | 91 | 0
COc1cccc(NC(=O)COc2nc3ccccc3nc2C)c1 | -50 | 6 | 98 | 2 | 1 | -0.1 | . | 6 | 82 | 6
O=C(CN1CCSCC1)N1CCc2[nH]c3ccc(Br)cc3c2C1 | -24 | 6 | 77 | -15 | 2 | -5.0 | 5 | -8 | 81 | -1
Cn1c(N2CCCC2)nc2c1c(=O)n(Cc1cccc(F)c1)c(=O)n2C | -36 | 5 | 79 | -6 | 1 | -1.0 | . | -14 | 98 | 0
C=CCNc1nc2c(c(=O)n(C)c(=O)n2C)n1CC | -16 | 20 | 92 | 0 | 3 | -1.3 | -2 | 5 | 89 | .
CC1CCN(C(=O)c2ccc3c(c2NCCO)C(=O)c2ccccc2C3=O)CC1 | -3 | 9 | 70 | -6 | -7 | -1.3 | -3 | -12 | 75 | -2
COc1ccc(/C=N/NC(=O)CN2CCSCC2)cc1C | -40 | 15 | 96 | 5 | 4 | -1.2 | -13 | 5 | 95 | 1
Cc1cccc(C(=O)O/N=C2\CCS(=O)(=O)c3sccc32)c1 | -23 | 6 | 96 | -22 | 1 | -2.2 | 1 | -5 | 89 | -2
CCOc1ccc(NS(=O)(=O)c2ccc(OCC(=O)NCCCOC)cc2)cc1 | -56 | 15 | 108 | -9 | 0 | -1.0 | -24 | -4 | 98 | -2
CCc1ccc(NC(=O)c2ccccc2NC(=O)C2CCCO2)cc1 (stereo not given) | -6 | 3 | 66 | -20 | 5 | -1.7 | 1 | 0 | 71 | -1
Cc1nnc(SCC(=O)Nc2ccccc2C(=O)NC2CC2)s1 | -9 | 4 | 101 | -1 | 4 | -0.2 | . | 8 | 90 | -4

Screening data: PubChem BioAssay, several laboratories
